bovine MsrA act: activators of bovine methionine sulfoxide reductase A; AID 602163; purified bovine MsrA, absorbance read-out; activation, % at 10.6 µM; 360,000 compounds, 0.3% hits; in the data active = activation above about 7.5%;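 also: 0% = vehicle and 100% = reference activator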
MsrA inhibitor: bovine MsrA inhibition | purified bovine MsrA, absorbance read-out | 360,000 compounds, 0.75% hits | AID 651718 | inhibition, % at 15.5 µM; in the data active = inhibition above about 4.5%;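 also: 0% = vehicle wells with enzyme and 100% = reference inhibitor wells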
Scp-1 inhibitor: inhibitors of human Scp-1 phosphatase; Q9GZU7; Recombinant Scp1, phosphopeptide, malachite green phosphate absorbance; inhibition, % at 20 µM; 340,000 compounds, 0.88% hits;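 active = inhibition above about 50% at 20 µM, limit read from the data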;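 also: plate controls were DMSO wells with enzyme for no effect and wells lacking enzyme for full effect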
Target sequence (Q9GZU7 76-261 limits assumed): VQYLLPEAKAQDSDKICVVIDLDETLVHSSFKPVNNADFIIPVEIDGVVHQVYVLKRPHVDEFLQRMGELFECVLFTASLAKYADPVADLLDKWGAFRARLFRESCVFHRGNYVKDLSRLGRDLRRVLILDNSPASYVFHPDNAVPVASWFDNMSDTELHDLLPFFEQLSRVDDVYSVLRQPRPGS
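Test system: SCP-1 phosphatase catalytic domain, residues 76-261; measured by: colorimetric phosphate reagent with accelerator and stabiliser, absorbance at 630 nm; timing: enzyme reaction 45 min at room temperature, colour 5 min, stabilisation 30 min; also added: Phosphorylated 17-residue peptide substrate; compound dosing: one concentration, 20 µM, with 1.0% DMSO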
STEP inh: STEP (human) phosphatase inhibition | inhibition, % at 20 µM | 360,000 compounds, 0.25% hits | P54829 | recombinant STEP, OMFP fluorogenic substrate, fluorescence;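 active = inhibition at 20 µM, scaled per plate between control wells, above about 37%, limit read from the data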;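 also: 0% = DMSO with enzyme and substrate and 100% = substrate only without enzyme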
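System: STEP (striatal-enriched tyrosine phosphatase) enzyme, cell-free; medium: Bis-Tris pH 6.0 buffer with DTT, detergent; dosing: 20 µM, 1% DMSO; times: reaction 20 min, ambient temperature; detection: fluorescence, 480/540 nm; read-out basis: normalized % inhibition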
LMPTP inh: blocks human LMPTP phosphatase | recombinant LMPTP-A, OMFP fluorogenic substrate, fluorescence intensity | inhibition, % at 20 µM | 360,000 compounds, 0.22% hits | AID 651560;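 active = compounds that cut the enzyme signal by at least half of the control window in the single-dose screen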;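 also: plate controls were DMSO wells with enzyme plus substrate for no effect and substrate without enzyme for full effect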
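Test system – LMPTP-A enzyme · Amount – LMPTP-A at 0.625 nM final in the reaction · Buffer or medium – Bis-Tris pH 6.0, DTT, detergent · Reagent – OMFP 400 µM · Doses – single 20 µM dose · Schedule – reaction 50 min, room temperature, dark · Detection – fluorescence intensity of OMFP turnover product · Evaluation – percent inhibition versus substrate-only and uninhibited controls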
CendR NRP1 mod: modulators of CendR peptide binding to human neuropilin-1; inhibition, % at 25 µM; 360,000 compounds, 0.85% hits; O14786; FAM-RPARPAR peptide binding to NRP-1, fluorescence polarization;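 active = inhibition or corrected inhibition above about 18%, plus a signal ratio from 0.5 to 1.5, limit read from the data, passing the limit was not always enough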; also: strong numbers were not always called active
DNMT1 inh: inhibitors of human DNMT1; P26358; DNMT1 molecular beacon, Hinp1I cleavage, fluorescence; inhibition (reported as % activation of signal), % at 10 µM; 360,000 compounds, 0.83% hits; in the data active = inhibition above about 50%
SUMO1 PPI mod: SUMO1-SIM interaction modulation; P63165; SUMO1 binding to a labelled peptide, TR-FRET, 1 h; inhibition, % at 20 µM; 360,000 compounds, 0.33% hits; AID 602429; in the data active = inhibition above about 37%
Target sequence (P63165 whole entry, looked up): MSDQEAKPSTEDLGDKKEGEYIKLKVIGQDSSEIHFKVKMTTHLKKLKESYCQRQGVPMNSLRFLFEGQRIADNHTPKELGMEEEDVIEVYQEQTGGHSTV
E coli Lon inh: E. coli protease La inhibition | P0A9M0 | 360,000 compounds, 0.42% hits | purified E. coli Lon protease, fluorescence polarization | AID 602123 | inhibition, % at 7.94 µM; in the data active = inhibition above about 13%, passing the limit was not always enough;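 also: 0% = enzyme with probe and DMSO and 100% = no enzyme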
Target sequence (P0A9M0 whole entry, looked up): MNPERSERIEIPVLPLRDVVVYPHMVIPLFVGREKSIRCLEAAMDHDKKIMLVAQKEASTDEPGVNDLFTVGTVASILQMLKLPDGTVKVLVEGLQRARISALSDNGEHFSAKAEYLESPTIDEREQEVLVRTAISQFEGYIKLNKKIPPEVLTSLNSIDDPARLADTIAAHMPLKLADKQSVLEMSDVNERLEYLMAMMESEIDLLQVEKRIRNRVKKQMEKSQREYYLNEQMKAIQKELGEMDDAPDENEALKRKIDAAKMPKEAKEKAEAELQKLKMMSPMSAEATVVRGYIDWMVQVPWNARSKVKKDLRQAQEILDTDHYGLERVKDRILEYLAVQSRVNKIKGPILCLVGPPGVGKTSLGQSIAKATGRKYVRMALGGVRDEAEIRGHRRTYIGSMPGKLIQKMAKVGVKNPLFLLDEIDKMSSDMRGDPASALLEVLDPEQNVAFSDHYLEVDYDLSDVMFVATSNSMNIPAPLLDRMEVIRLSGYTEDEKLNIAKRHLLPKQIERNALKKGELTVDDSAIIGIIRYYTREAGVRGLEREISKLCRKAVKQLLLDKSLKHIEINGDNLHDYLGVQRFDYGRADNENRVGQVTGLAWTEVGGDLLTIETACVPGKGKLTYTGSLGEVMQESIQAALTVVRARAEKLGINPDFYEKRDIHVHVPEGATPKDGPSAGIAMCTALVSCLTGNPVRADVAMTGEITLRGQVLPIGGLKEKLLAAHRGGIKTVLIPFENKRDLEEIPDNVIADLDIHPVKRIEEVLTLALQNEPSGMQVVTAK
TbMetRS inhib: Trypanosoma brucei MetRS inhibition. purified T. brucei MetRS, ATP depletion, Kinase-Glo luminescence. 360,000 compounds, 0.4% hits. inhibition, % at 11.9 µM. AID 624268;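 active = inhibition above a per-plate cutoff of the control wells' mean inhibition plus 3 SD, cut at about 5.5% in these data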;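 also: 0% = DMSO wells median and 100% = median of wells with control inhibitor compound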
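Material – parasite MetRS enzyme · Medium – HEPES-MgCl2-KCl buffer plus DTT, spermine, BSA, pyrophosphatase · Reagent – ATP, methionine and E. coli bulk tRNA substrates · Times – 15 min enzyme-compound preincubation, 2 h reaction, 10 min detection, 25 °C · Measured by – luminescence of leftover ATP · Evaluation – percent inhibition relative to median high and low control wells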
* marks the source's active call; other numbers are inactive results; / = not tested or not shown. This is a random part of the collection (roughly 4.3% active in at least one column).

SMILES	bovine MsrA act	MsrA inhibitor	Scp-1 inhibitor	STEP inh	LMPTP inh	CendR NRP1 mod	DNMT1 inh	SUMO1 PPI mod	E coli Lon inh	TbMetRS inhib
NNC(=O)c1ccc(COc2cccc3ccccc23)cc1	-1	-0.5	-3	0	-0.4	-2	-1	-2	-9	-0.6
CN1CCN(CC#CCC(O)(c2ccccc2)c2ccccc2)CC1	-1	0.9	8	-3	-3.1	4	2	7	6	-0.6
CCOC(=O)N1CCN(CC(=O)c2ccc(O)cc2O)CC1	-7	4.4	-5	0	0.6	15	-1	-3	25*	1.4
C=CCn1c(SCC(=O)Nc2nc(C)cs2)nnc1C(C)NC(=O)c1ccccc1Cl (stereo not drawn)	-10	-1.1	-8	15	-2.4	-5	-1	-6	-3	-1.0
CC(=O)Nc1ccc(N=Cc2ccc[nH]2)cc1	1	1.3	-3	2	-0.4	3	-2	4	-5	0.0
Cc1ccc(C(C)C)c(OCCCN2C(=O)NC(C)(C)C2=O)c1	-10	-0.1	0	-2	-0.6	-8	0	0	5	-1.2
CCCC1C(=O)N(Cc2ccccc2)C(=O)CC1C (stereo not drawn)	-6	-0.2	-14	-2	-0.1	1	1	6	3	-0.4
Cc1ccc2nc(NC(=O)C3CSC4(C)CCC(=O)N34)sc2c1 (stereo not drawn)	-5	0.9	-1	0	0.6	8	0	3	-4	-0.5
Cc1ccc(/C=C2/NC(=O)N(Cc3ccc(Br)cc3)C2=O)o1	-1	0.1	-5	2	0.4	-12	-13	-8	-12	0.4
Cc1cc(C)cc(-n2ccnc2SCC(=O)c2c(N)n(C3CC3)c(=O)[nH]c2=O)c1	-3	-0.5	3	-1	-1.3	1	2	0	-5	-0.2
CC(C)(C)N1[C@@H](CC(=O)O)c2cc(C(F)(F)F)ccc2S1(=O)=O	1	0.7	-2	1	1.1	16	11	6	5	-0.3
Cc1nn(CC(=O)NCCc2cccs2)c(=O)c2cc3ccccc3n12	-1	1.7	-7	1	1.0	-7	11	0	1	0.9
COc1ccc(S(=O)(=O)N(C)[C@H]2C[C@H]3c4cc(Oc5ccccc5C)ccc4CCN3C(=O)[C@H]2[C@H](C)O)cc1	-2	0.3	/	3	5.8	1	-13	3	-3	-1.1
COCCN1C(=O)/C(=C/c2ccc(Oc3ccc([N+](=O)[O-])cn3)c(OC)c2)SC1=Nc1ccccc1	-3	0.6	-16	-2	1.4	-18	1	-4	0	-0.7
CC(C)c1nnc(NC(=O)c2cccc(-n3cnnn3)c2)s1	-2	0.2	-2	-1	-1.4	-4	-2	4	-8	0.1
CC(NC(=O)C(=O)NCCN1CCN(C(=O)c2ccc([N+](=O)[O-])cc2)CC1)c1ccccc1 (stereo not drawn)	0	0.5	-5	0	0.1	0	1	-29	-6	-0.1
COc1ccc(-c2cc3nc(C)n(N)c(=O)c3s2)cc1	-4	1.4	-4	2	0.6	-13	1	-25	-6	-2.9
Cc1ccc(S(=O)(=O)N2CCC(C(=O)OCC(=O)N(C)Cc3ccccc3)CC2)cc1C	-8	-0.9	1	0	1.4	6	2	-1	10	-0.8
O=C(CN1CCCC1)NCC1(c2ccccc2)CCOCC1	1	0.0	-3	0	-2.6	5	-1	-2	-10	0.2
COc1cccc(NC(=O)CN(C)C(=O)c2cccc(S(=O)(=O)N3CCN(c4ccc(F)cc4)CC3)c2)c1	0	0.1	-8	1	0.9	0	-2	7	-3	-0.2
Cc1cc(N/N=C/c2ccco2)c2ccccc2n1	-3	0.6	-9	-2	0.6	3	4	-1	-9	-0.2
Cc1ccc(C(=O)CC(=O)COc2ccc(Cl)cc2C)cc1	-2	-1.0	-15	7	3.4	-1	2	0	2	-0.1
COc1ccc(C2CC(c3ccc(Cl)cc3)Nc3nc(NC(=O)c4ccco4)nn32)cc1 (stereo not drawn)	-2	0.9	22	4	0.3	-3	-1	-1	-7	-1.3
CC1(C)CC=CC(COC(=O)c2ccccc2C(=O)O)C1 (stereo not drawn)	-2	0.2	2	1	-1.8	-3	4	6	-1	-0.3
Cc1ccc(OCCN2C(=O)S/C(=C\c3ccc(C)o3)C2=O)cc1	-3	-0.1	-8	0	1.1	-45	-18	5	-28	0.6
O=C(CCC1CCCN(C(=O)c2ccco2)C1)NCc1ccccc1F (stereo not drawn)	-1	-0.6	-10	1	-0.4	5	2	-1	-2	-1.1
CN(Cc1ccc(F)cc1)C(=O)c1ccc(NS(=O)(=O)c2ccc3[nH]c(=O)[nH]c3c2)cc1	-1	0.6	-9	0	-0.6	10	-1	5	-4	-0.3
C=CCN1CCC(=O)C(C(=O)OCC)=C1C(=O)OCC	1	0.8	-8	0	-1.5	-58	3	2	12	-1.4
Cc1ccc(C2=NNC(C(O)C(O)C(O)CO)S2)cc1 (stereo not drawn)	-1	2.0	0	2	0.9	-10	0	-2	-11	0.1
COc1ccc(-c2nc(NC(=O)C3=NN(c4cccc(C)c4)C(=O)CC3)sc2C)cc1	-3	-0.1	6	-1	1.2	-10	-7	-6	-2	-0.6

Compound profiles, as listed above. Values in the order: bovine MsrA act | MsrA inhibitor | Scp-1 inhibitor | STEP inh | LMPTP inh | CendR NRP1 mod | DNMT1 inh | SUMO1 PPI mod | E coli Lon inh | TbMetRS inhib
`Cc1ccc2nc(NC(=O)C3CSC4(C)CCC(=O)N34)sc2c1` (stereo not drawn) reads -5 | 0.9 | -1 | 0 | 0.6 | 8 | 0 | 3 | -4 | -0.5
`CCCC1C(=O)N(Cc2ccccc2)C(=O)CC1C` (stereo not drawn) reads -6 | -0.2 | -14 | -2 | -0.1 | 1 | 1 | 6 | 3 | -0.4
`NNC(=O)c1ccc(COc2cccc3ccccc23)cc1` reads -1 | -0.5 | -3 | 0 | -0.4 | -2 | -1 | -2 | -9 | -0.6

More compounds.
SMILES	bovine MsrA act	MsrA inhibitor	Scp-1 inhibitor	STEP inh	LMPTP inh	CendR NRP1 mod	DNMT1 inh	SUMO1 PPI mod	E coli Lon inh	TbMetRS inhib
COC(=O)C(C(=O)OC)C(c1ccccc1)C(C(=O)c1ccccc1)[N+](=O)[O-] (stereo not drawn)	-1	0.0	-15	-2	-1.4	-2	1	7	-13	0.2
COc1ccc(NC(=O)Cn2nnc(C(=O)NCc3ccccc3)c2N)c(OC)c1	-2	-1.0	-4	-1	-0.8	7	1	-2	-3	-0.4
O=C(NNC(=O)c1ccccc1)C(=O)N1CCCCC1	-2	1.1	-2	2	-1.7	5	1	2	-5	0.7
O=C(CN1CCN(c2ccccn2)CC1)N(c1ccccc1)c1ccc2ccccc2c1	-1	-0.8	-2	3	3.2	0	-5	29	-1	-0.6
Cn1c(SCC(=O)NC2CCCC2)nnc1-c1ccccn1	-4	-1.2	-5	8	0.2	2	1	0	-7	0.6
Cc1cccc(C)c1NC(=O)c1cc(S(=O)(=O)N2CCC3(CC2)OCCO3)ccc1F	-2	-0.4	/	-1	-1.7	-6	1	1	9	0.0
CCOC(=O)C1CCN(C(=O)c2ccc3c(=O)n4nc(Nc5ccccc5)sc4nc3c2)CC1	-3	-0.7	/	-1	0.3	-2	-6	7	-16	0.3
CC1(C)Cc2c(C#N)c(N3CCOCC3)nc(-c3ccccc3)c2CO1	-3	1.9	-8	0	0.4	-1	2	-2	1	-0.7
CC1(c2ccc(Cl)cc2)NC(=S)N2C1NC(=S)N2c1ccccc1 (stereo not drawn)	-1	0.6	-15	-3	-0.5	15	-5	-3	-8	-0.6
COC(=O)C[C@H]1c2cc(F)ccc2S(=O)(=O)N1Cc1ccccc1OC	-2	1.4	-3	0	-0.7	-3	-3	0	11	-0.5
O=S(=O)(c1cccs1)N1CCN(Cc2ccccc2)CC1	-11	0.5	-7	0	-2.2	-10	1	0	1	-0.7
CC(=O)Nc1ccc(NC(=O)c2cccc(S(=O)(=O)N3CCCCCC3)c2)cc1	3	0.0	0	0	0.9	20	-2	2	-1	0.1
O=C1CCC(c2ccc3c(c2)CCC3)=NN1	1	1.7	-2	0	-2.3	-3	3	-2	-4	-0.5
O=c1oc(-c2ccc(F)cc2)nc2ccsc12	-3	0.8	-3	2	0.0	11	1	-1	4	0.0
CCN1CCN(c2ccc(S(=O)(=O)N3CCOCC3)cc2NC(=O)c2ccc(C(F)(F)F)cc2)CC1	-3	-0.5	15	-1	-1.6	14	5	1	-7	-0.2
O=C(CCCN1C(=O)/C(=C\c2cccs2)SC1=S)Nc1ccc(O)cc1C(=O)O	3	0.9	9	18	0.1	-18	0	3	-20	0.5
O=C(CSc1ccc2nnc(-c3ccc(F)cc3)n2n1)N1CCCc2ccccc21	-2	0.7	0	-3	-1.8	-2	1	-4	-2	-0.7
C[C@H](NC(=O)[C@@H]1Cc2ccccc2CN1)C(=O)Nc1ccc2c(c1)OCO2	-2	-0.2	-8	-1	0.4	-1	-6	6	3	0.0
CCOc1ccc(CN2CCN(S(=O)(=O)c3ccc(NC(C)=O)cc3)CC2)cc1	0	-0.4	-12	0	-0.7	14	-2	9	9	0.2
CCCN(CCC)C(=S)NC(=O)c1ccc(Cl)cc1Cl	-3	1.4	-8	0	-0.9	-1	1	4	-2	0.4
O=C(CSc1nc2nn(-c3ccccc3)c(=O)c-2c2n1CCCCC2)Nc1ccc(F)c(F)c1	-1	-0.7	-12	2	3.2	4	-11	-15	3	-0.2
N=c1oc2ccccc2cc1C(=O)NC1CCCCCC1	-4	1.4	-6	-3	0.6	4	-1	-22	-3	-0.2
c1ccc2nc(-c3ccc(-n4ccnc4)cc3)ccc2c1	-2	1.9	6	1	1.4	-142	2	-16	1	-0.3
Cc1nn(C)c(C)c1S(=O)(=O)N(CC(=O)Nc1ccccn1)c1ccc(C(C)C)cc1	-1	0.7	-9	2	-3.5	1	-1	3	-1	-0.4
COc1ccccc1N1CCN(Cc2ccc(C(=O)O)cc2)CC1	-3	0.3	-8	-1	-1.2	6	0	-3	-2	0.4
CCC(=O)c1ccc(N2CCCCCC2)c(F)c1	1	0.5	-15	4	1.3	-21	2	-1	-14	-0.6
COc1nc(Cl)cn(-c2ccc(Cl)cc2)c1=O	-2	0.4	-4	0	-1.2	-9	4	-13	-19	-0.4
O=C(NCc1cccnc1)c1cnn2ccccc12	-4	0.1	-15	-1	1.6	3	1	-4	-5	0.3
COc1ccc(/C=C(/NC(=O)c2ccccc2)C(=O)N/N=C/c2cccs2)cc1OC	-7	4.8*	3	2	0.8	-8	2	-13	2	-0.1
CCN(CC)S(=O)(=O)c1ccc(N/N=C(\C)c2ccncc2)c([N+](=O)[O-])c1	-3	-0.9	-1	6	1.3	5	0	-10	8	-0.5
Fc1ccc(Sc2nc(-c3ccccc3)nnc2C(F)(F)F)cc1	-4	0.6	-14	4	2.0	-7	0	-2	0	-0.8

Screens (PubChem)
